Assay outcomes from PubChem.
EP2 antag: EP2 receptor (human) inhibition | P43116 | C6 glioma cells expressing human EP2, cAMP TR-FRET; cells stimulated with saturating PGE2 | inhibition, % at 25 µM | 260,000 tested, 0.52% active;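 active = percent inhibition above 40 after rounding to a whole number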;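 also: rat C6 glioma host cells with rolipram phosphodiesterase inhibitor present; the protocol text gives 20 µM as final concentration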
PERK inh: human PERK inhibition, primary cell-based screen; CHO PERK-DD fusion, SEAP luminescence translation reporter; inhibition, % at 5.6 µM; 220,000 tested, 0.17% active; AID 1416;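 active = inhibition above the mean inhibition of all tested compounds plus 3 SD, set separately per screening campaign, cut at about 2.9% in these data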;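 also: PERK kinase domain activated by AP20187 dimerizer at 100 nM; 0% = DMSO with dimerizer and 100% = rapamycin at 8.4 µM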
zVAD death inh: L929 zVAD cell death inhibition. viability rescue, % at 10 µM. 220,000 tested, 0.38% active. AID 1377. L929 zVAD necroptosis rescue, ATP luminescence, 24 h; with zVAD 60 µM;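 active = activation, scaled between plate controls, above about 75%, limit read from the data; inactive = activation under that limit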;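 also: 0% = zVAD with DMSO and 100% = DMSO alone without zVAD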
RBBP9 inh: blocks human serine hydrolase RBBP9; O75884; inhibition, % at 7.94 µM; recombinant RBBP9, FP-Rh probe fluorescence polarization; 220,000 tested, 0.2% active;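 active = inhibition above the campaign mean of all tested compounds plus 3 SD, cut at about 14% in these data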;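 also: plate controls were DMSO wells with RBBP9 for no effect and wells lacking RBBP9 protein for full effect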
Target sequence (O75884 whole entry, looked up): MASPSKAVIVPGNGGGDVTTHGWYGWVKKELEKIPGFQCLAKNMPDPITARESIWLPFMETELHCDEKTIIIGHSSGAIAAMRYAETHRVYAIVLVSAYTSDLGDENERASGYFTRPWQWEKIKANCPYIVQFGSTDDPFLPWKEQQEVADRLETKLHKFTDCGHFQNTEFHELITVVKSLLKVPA
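Measured by: FP readout at 525/598 nm; material: recombinant human RBBP9; also added: Serine-hydrolase probe FP-Rh, 375 nM pre-mixing; medium: Tris buffer pH 8.0, NaCl, Pluronic; replication: one well per compound; doses: one concentration, 7.94 µM nominal, 0.794% DMSO; timing: preincubation 30 min plus labeling 45 min at 25 °C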
Runt-CBFb FRET: inhibitors of human RUNX1 Runt domain binding to CBFb; Q01196+Q13951; Cerulean-Runt/Venus-CBFb FRET ratio 530/480, 1 h; inhibition, % at 20 µM; 220,000 tested, 0.46% active; AID 1496;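 active = inhibition over about 50% at 20 µM in the single-dose screen, limit read from the data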;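 also: 0% = DMSO wells and 100% = excess unlabeled CBFb competitor control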
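Buffer or medium: Tris pH 7.5 buffer with BSA. Assay system: Cerulean-labeled Runt domain protein. Amount: each fluorescent fusion protein 100 nM. Read-out basis: loss of energy transfer signal. Incubation: 1 h compound exposure, room temperature. Probe or stimulus: Venus-CBFb binding partner, 100 nM. Detection: FRET, excitation 422 nm, emission at 530 and 480 nm.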
EP2 mod: EP2 receptor (human) modulation; EP2-expressing cells, cAMP HTRF FRET, PGE2 co-stimulation; induction, % at 25 µM; 260,000 tested, 0.83% active;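 active = compounds whose cAMP rise, as percent of the full-agonist control response, exceeds 60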;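 also: rat C6 glioma line stably carrying human EP2 under a CMV promoter; the protocol text gives 20 µM as final concentration; 100% = response of wells given 1 µM PGE2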
Hck Nef HTS: blocks Nef-activated human Hck kinase; 220,000 tested, 0.68% active; P08631; inhibition, % at 20 µM; Recombinant Hck-YEEI plus Nef, Z-Lyte FRET kinase assay;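 active = Hck-Nef kinase inhibition above about 50%, limit read from the data; inactive = inhibition below that limit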;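 also: 0% = DMSO with Hck plus Nef and 100% = Hck alone without Nef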
Target sequence (P08631 whole entry, looked up): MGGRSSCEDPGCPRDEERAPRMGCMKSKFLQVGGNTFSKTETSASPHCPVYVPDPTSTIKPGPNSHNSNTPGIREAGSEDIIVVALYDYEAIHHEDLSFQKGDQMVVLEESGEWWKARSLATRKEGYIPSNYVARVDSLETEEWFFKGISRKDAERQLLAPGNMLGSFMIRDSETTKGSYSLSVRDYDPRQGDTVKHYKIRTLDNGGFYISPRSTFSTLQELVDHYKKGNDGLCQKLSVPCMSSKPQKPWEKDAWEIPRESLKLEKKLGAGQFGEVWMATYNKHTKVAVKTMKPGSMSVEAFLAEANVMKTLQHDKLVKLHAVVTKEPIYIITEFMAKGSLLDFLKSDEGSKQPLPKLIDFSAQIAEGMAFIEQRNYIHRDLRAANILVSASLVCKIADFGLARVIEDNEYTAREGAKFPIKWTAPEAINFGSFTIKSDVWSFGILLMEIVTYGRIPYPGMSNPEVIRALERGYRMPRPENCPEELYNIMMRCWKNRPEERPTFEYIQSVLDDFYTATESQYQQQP
TNF death inh: TNF-alpha cell death inhibition in Jurkat FADD-/- cells | Jurkat FADD-/- TNF necroptosis rescue, ATP luminescence, 24 h; 0 = TNF only, 100 = no-TNF cells | activation (protection from cell death), % at 10 µM | 220,000 tested, 0.068% active;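 active = activation, meaning protection from cell death, of at least 50% relative to plate controls; inactive = activation below 50%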;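 also: necroptosis triggered by 40 ng/mL TNF-alpha added together with compound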
Runt-SMMHC FRET: inhibitors of human RUNX1 Runt domain binding to CBFb-SMMHC; Q01196+Q13951; Cerulean-Runt/Venus-CBFb-SMMHC FRET ratio 530/480, 1 h; inhibition, % at 20 µM; 220,000 tested, 0.74% active; AID 1434;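 active = mean inhibition across duplicate retests at 20 µM reaching about 50%, limit read from the data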;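 also: 0% = DMSO wells and 100% = wells with excess untagged CBFb-SMMHC; inhibitors lower the FRET ratio by blocking Runt binding to CBFb-SMMHC; some results filed as inactive read as strong as hits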
An asterisk follows results filed as active; nt = not tested or not shown; & = joins results of further samples.

(1) O=C(O)CCc1nn2c3ccccc3n(CCN3CCCCC3)c2nc1=O
(2) Cc1cccc(NS(=O)(=O)c2cnc[nH]2)c1
(3) CCOP(=O)(OCC)c1nc(-c2ccc(F)cc2)oc1NCc1ccccc1
(4) Cc1nc(NCCN2CCOCC2)c2nnn(Cc3ccccc3Cl)c2n1
(5) O=C1CN=C(Nc2ccccc2Cl)N1c1ccccc1
(6) CCOC(=S)SCC(=O)N1CCc2cc(OC)c(OC)cc2C1C1C(=O)CC(C)(C)CC1=O (stereo unspecified)
(7) Cc1nn(C)cc1CN(C)C(=O)c1cc(COc2ccc(F)cc2F)on1
(8) Clc1nc(NCCN2CCOCC2)nc(NCc2ccccc2)n1
Assay by compound	1	2	3	4	5	6	7	8
EP2 antag	7	9	1	10	14	9	12	2
PERK inh	-0.5	0.0	0.1	-0.8	0.6	-0.3	0.4	-0.1
zVAD death inh	0.1	nt	0.8	0.1	0.3	-0.1	0.5	0.7
RBBP9 inh	-7	-6	2	-6	4	-5	-4	-1
Runt-CBFb FRET	2	-1	-8	0	nt	0	0	-2
EP2 mod	-9	22	72*	2	8	19	-41	9
Hck Nef HTS	-1	5	-9	1	-1	2	13	21
TNF death inh	0.5	0.2	-0.1	-0.6	-2.3	0.4	-0.1	1.6
Runt-SMMHC FRET	1	-1	-3	2	-10	1	1	-1

(9) CCN1C(=O)C2(C(C#N)=C(N)Oc3n[nH]c(-c4ccccc4)c32)c2ccccc21 (stereo unspecified)
(10) C/C(=N\NC(=O)C1CC1c1ccccc1)c1ccc(C)s1 (stereo unspecified)
(11) COc1ccc(-c2nc3c(c(=O)c4ccccc4n3C)c(=O)n2Cc2ccccc2)cc1
(12) CCc1ccc2[nH]c(=O)c(CN(Cc3ccco3)S(=O)(=O)c3ccc4c(c3)OCCO4)cc2c1
(13) COc1cc(N(C)C)c([N+](=O)[O-])cc1C(=O)N1CCOCC1
(14) Cc1cccn2c(=O)c3cc(C(=O)NCCCN4CCCC4=O)n(C)c3nc12
(15) COc1ccc(NC(=O)CN2CCN(c3ccccc3F)CC2)cc1
(16) Cn1c(SCC(=O)NCc2ccc(F)cc2)nc2c([nH]c3ccccc32)c1=O
Assay by compound	9	10	11	12	13	14	15	16
EP2 antag	12	10	12	7	12	13	18	5
PERK inh	-0.4	0.9	0.5	0.3	0.4	0.0	-1.1	0.3
zVAD death inh	-0.4	0.8	1.0	0.0	5.7	1.1	0.8	0.8
RBBP9 inh	-6	0	-12	-1	-2	2	-6	-9
Runt-CBFb FRET	0	-4	53*	2	0	0	-1	2
EP2 mod	0	49	33	-56	10	-17	3	-16
Hck Nef HTS	-5	1	1	0	11	42	-22	9
TNF death inh	-2.7	-2.9	0.7	0.3	2.7	-2.3	1.0	-0.1
Runt-SMMHC FRET	-2	4	4	0	2	6	3	-3

(17) COc1ccc(C2=NO[C@@H]3C(=O)N(Cc4ccccc4)C(=O)[C@H]23)c(OC)c1
(18) Cc1ccc(CNC(=O)C2CCN(S(=O)(=O)N3CCOCC3)CC2)cc1
(19) CCOC(=O)c1ccccc1NC(=O)CSc1nc(N)cc(=O)[nH]1
(20) Cc1ccc(N(CC(=O)NC2CCCCC2)C(=O)c2ccc(C)s2)cc1
(21) CC(C)OC(=O)c1cc(=O)[nH]c2ccccc12
(22) COc1ccc(/C=N\NC(=O)c2cc(OCC(F)(F)F)ccc2OCC(F)(F)F)cc1
(23) Cn1c(=O)c2c(nc(N3CCOCC3)n2CCNC2=NCCC2)n(C)c1=O
(24) COC(=O)c1c(C)[nH]c(C(=O)OCC(=O)NC(C)(C)C)c1C
Assay by compound	17	18	19	20	21	22	23	24
EP2 antag	7	5	6	8&15	13	13	4	11
PERK inh	-0.1	0.3	0.2	-0.7	-0.2	0.0	0.9	-0.7
zVAD death inh	0.4	-0.3	2.2	0.0	0.5	0.6	0.2	37
RBBP9 inh	-16	-3	-6	2	6	-5	10	-10
Runt-CBFb FRET	1	2	1	-1	-1	0	nt	-4
EP2 mod	-20	-10	13	4&-5	9	8	nt	-28
Hck Nef HTS	-2	0	4	0	2	2	-4	24
TNF death inh	-1.3	0.1	-2.4	-0.5	-0.8	-5.4	-0.6	0.1
Runt-SMMHC FRET	-1	-3	1	5	2	-2	nt	-7

3 compounds from above, ordered by SMILES length, rising:
(21) CC(C)OC(=O)c1cc(=O)[nH]c2ccccc12
(19) CCOC(=O)c1ccccc1NC(=O)CSc1nc(N)cc(=O)[nH]1
(20) Cc1ccc(N(CC(=O)NC2CCCCC2)C(=O)c2ccc(C)s2)cc1
Assay by compound	21	19	20
EP2 antag	13	6	8&15
PERK inh	-0.2	0.2	-0.7
zVAD death inh	0.5	2.2	0.0
RBBP9 inh	6	-6	2
Runt-CBFb FRET	-1	1	-1
EP2 mod	9	13	4&-5
Hck Nef HTS	2	4	0
TNF death inh	-0.8	-2.4	-0.5
Runt-SMMHC FRET	2	1	5

Next section.
(25) CC(C)NS(=O)(=O)c1ccc(OCC(N)=O)c(Cl)c1
(26) CC1=Nc2ccccc2N=C(NC(=O)/C=C/C(=O)O)C1c1ccccc1 (stereo unspecified)
(27) Cc1ccsc1/C=c1\sc2ncnn2c1=O
(28) O=C(CCC1CCCC1)N1CCC(N2CCN(c3ccccc3)CC2)CC1
Assay by compound	25	26	27	28
EP2 antag	9	8	8	4
PERK inh	2.1	0.3	0.1	-1.1
zVAD death inh	0.6	0.3	0.5	-0.2
RBBP9 inh	3	-8	-2	1
Runt-CBFb FRET	1	0	0	-2
EP2 mod	9	8	1	14
Hck Nef HTS	1	-22	-3	-2
TNF death inh	-1.0	0.3	-0.2	-1.8
Runt-SMMHC FRET	-5	1	-2	-4

Some of the entries above in a different format:
The line under a structure holds: EP2 antag	PERK inh	zVAD death inh	RBBP9 inh	Runt-CBFb FRET	EP2 mod	Hck Nef HTS	TNF death inh	Runt-SMMHC FRET
16: Cn1c(SCC(=O)NCc2ccc(F)cc2)nc2c([nH]c3ccccc32)c1=O
  5	0.3	0.8	-9	2	-16	9	-0.1	-3
17: COc1ccc(C2=NO[C@@H]3C(=O)N(Cc4ccccc4)C(=O)[C@H]23)c(OC)c1
  7	-0.1	0.4	-16	1	-20	-2	-1.3	-1
18: Cc1ccc(CNC(=O)C2CCN(S(=O)(=O)N3CCOCC3)CC2)cc1
  5	0.3	-0.3	-3	2	-10	0	0.1	-3
19: CCOC(=O)c1ccccc1NC(=O)CSc1nc(N)cc(=O)[nH]1
  6	0.2	2.2	-6	1	13	4	-2.4	1
20: Cc1ccc(N(CC(=O)NC2CCCCC2)C(=O)c2ccc(C)s2)cc1
  8&15	-0.7	0.0	2	-1	4&-5	0	-0.5	5
21: CC(C)OC(=O)c1cc(=O)[nH]c2ccccc12
  13	-0.2	0.5	6	-1	9	2	-0.8	2
22: COc1ccc(/C=N\NC(=O)c2cc(OCC(F)(F)F)ccc2OCC(F)(F)F)cc1
  13	0.0	0.6	-5	0	8	2	-5.4	-2
23: Cn1c(=O)c2c(nc(N3CCOCC3)n2CCNC2=NCCC2)n(C)c1=O
  4	0.9	0.2	10	nt	nt	-4	-0.6	nt
24: COC(=O)c1c(C)[nH]c(C(=O)OCC(=O)NC(C)(C)C)c1C
  11	-0.7	37	-10	-4	-28	24	0.1	-7
25: CC(C)NS(=O)(=O)c1ccc(OCC(N)=O)c(Cl)c1
  9	2.1	0.6	3	1	9	1	-1.0	-5
26: CC1=Nc2ccccc2N=C(NC(=O)/C=C/C(=O)O)C1c1ccccc1 (stereo unspecified)
  8	0.3	0.3	-8	0	8	-22	0.3	1
27: Cc1ccsc1/C=c1\sc2ncnn2c1=O
  8	0.1	0.5	-2	0	1	-3	-0.2	-2
28: O=C(CCC1CCCC1)N1CCC(N2CCN(c3ccccc3)CC2)CC1
  4	-1.1	-0.2	1	-2	14	-2	-1.8	-4

Not all compounds are listed, so the mix of outcomes need not match the whole.
